TDP-43 yeast inh = qHTS of TDP-43 Inhibitors | 1.8% of 410,000 active | TDP-43 expressing yeast growth rescue, BacTiter-Glo, 24 h | Potency, µM (highest dose often 46.1 µM), without a hit: at the highest dose growth rescue (activation), hits mostly activators | AID 652104, 2013; note: potency is the fitted concentration of half-maximal effect; % of control where 0% means no effect; nearly all actives have a fitted effect of over 50% in size
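In this qHTS, compounds that restore growth of yeast expressing TDP-43 appear as activators. Cells (OD600=0.02, galactose medium, raffinose-pregrown) are incubated with compound 24 hr at 30 deg C and growth is quantified by BacTiter-Glo.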
PTHR1 agonist = qHTS for PTHR1 Agonists: Primary Screen; Parathyroid hormone/parathyroid hormone-related peptide receptor (Homo sapiens), Q03431; HEK293 GP2 PTHR1 cells, GloSensor cAMP luminescence, 1 h; Potency, µM (doses to about 115 µM), for the others: at the highest dose activation, actives largely listed as activators; 0.075% of 410,000 active; AID 743266, 2014; note: potency is the fitted concentration of half-maximal effect; nearly all actives have a fitted effect of over 55% in size; some results filed as inactive show a strong effect at the top dose; inactives centre near -15; many of its hits are not listed in these tables
Target sequence (Q03431 whole entry, looked up): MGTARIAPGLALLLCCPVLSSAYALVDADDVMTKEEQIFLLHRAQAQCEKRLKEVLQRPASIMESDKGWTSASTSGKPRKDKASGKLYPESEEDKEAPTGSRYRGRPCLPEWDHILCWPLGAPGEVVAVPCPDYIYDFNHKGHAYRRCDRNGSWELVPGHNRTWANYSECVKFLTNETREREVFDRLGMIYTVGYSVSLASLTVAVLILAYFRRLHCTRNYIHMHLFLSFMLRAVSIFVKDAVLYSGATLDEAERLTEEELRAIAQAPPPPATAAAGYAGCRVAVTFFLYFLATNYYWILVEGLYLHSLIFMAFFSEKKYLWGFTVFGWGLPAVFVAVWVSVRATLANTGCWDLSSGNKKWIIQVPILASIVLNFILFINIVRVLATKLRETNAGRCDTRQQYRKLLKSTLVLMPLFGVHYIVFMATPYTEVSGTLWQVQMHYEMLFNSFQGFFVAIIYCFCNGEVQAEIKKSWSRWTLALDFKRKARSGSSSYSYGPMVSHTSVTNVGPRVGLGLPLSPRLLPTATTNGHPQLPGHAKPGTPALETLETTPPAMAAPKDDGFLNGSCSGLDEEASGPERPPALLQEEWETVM
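HEK-293-derived GP2 cells expressing PTHR1 and a GloSensor cAMP reporter, 3,000/well, plated overnight, given luciferin plus IBMX (each 0.5 mM as added) for 1 h at 37 °C, then compound for 1 h at 37 °C. Luminescence was read after 15 min at room temperature.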
aSyn yeast inh = qHTS of alpha-syn Inhibitors; Yeast expressing alpha-synuclein, growth rescue, BacTiter-Glo, 24 h; Potency, µM (top dose mostly 46.1 µM), for inactives: at the top dose growth rescue (activation), hits mostly activators; 0.14% of 370,000 active; AID 652106, 2013; note: potency is the fitted concentration of half-maximal effect; % of control where 0% means no effect; nearly all actives have a fitted effect of over 65% in size
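Readout is rescue of growth in alpha-synuclein-expressing yeast, so inhibitors of toxicity appear as activators. Growth after 24 hr at 30 deg C in galactose medium is quantified by luminescence.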
GLP1R cytotox = qHTS of GLP-1 Receptor Inverse Agonists: Cytotox Screen | HEK293 cAMP-luciferase reporter cells, luminescence, 24 h | 0.13% of 410,000 active | Potency, µM (highest dose often 38.3 µM), for the others: top-dose activity change, negative = inhibition, actives largely listed as inhibitors;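 note: loss of luciferase light is scored as toxicity; potency is the fitted concentration of half-maximal effect; % is set by controls: 0 for no effect and ±100 for the full control effect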
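Compound-treated cells are incubated 24 hr at 37 deg C under 5% CO2 after a 12 hour attachment period, then luciferase detection reagent is added and luminescence is measured following 12 min at room temperature; lowered signal indicates toxicity.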
GLP-1R inv ag = qHTS of GLP-1 Receptor Inverse Agonists (Inhibition Mode) | 1.6% of 410,000 active | Potency, µM (top dose mostly 38.3 µM), inactives show at the highest dose activity change, negative = inhibition, actives largely listed as inhibitors | HEK293 GLP-1R CRE-luciferase, luminescence, 24 h; GLP-1R form is constitutively active | Glucagon-like peptide 1 receptor (Homo sapiens), P43220; note: potency is the fitted concentration of half-maximal effect; % is set by controls: 0 for no effect and ±100 for the full control effect; nearly all actives have a fitted effect of over 55% in size
Target sequence (P43220 whole entry, looked up): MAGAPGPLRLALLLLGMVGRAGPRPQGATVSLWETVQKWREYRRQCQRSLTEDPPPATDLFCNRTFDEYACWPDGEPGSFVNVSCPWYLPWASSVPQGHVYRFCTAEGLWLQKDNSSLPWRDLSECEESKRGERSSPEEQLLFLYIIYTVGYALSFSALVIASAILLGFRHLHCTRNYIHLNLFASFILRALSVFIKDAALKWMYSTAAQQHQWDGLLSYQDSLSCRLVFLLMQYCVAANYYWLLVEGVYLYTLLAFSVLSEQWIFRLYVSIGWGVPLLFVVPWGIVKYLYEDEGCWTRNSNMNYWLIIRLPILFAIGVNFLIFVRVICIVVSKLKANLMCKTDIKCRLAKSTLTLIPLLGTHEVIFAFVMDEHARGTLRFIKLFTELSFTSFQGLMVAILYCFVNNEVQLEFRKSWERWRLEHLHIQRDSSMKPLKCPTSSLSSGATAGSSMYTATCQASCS
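GLP-1R inverse agonism mode: basal reporter luminescence in engineered HEK293 cells measured after one day of compound exposure at 37 deg C, with a 12 min room-temperature detection step.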
pAkt inh = HTS Assay for Inhibitors of Akt Phophorylation: Primary Screen; Neuro2A IGF-stimulated pAkt S473 HTRF, 20 min; hits give low values; 0.32% of 360,000 active; AID 651550, 2012; activity change, % for hits at 50 µM; in the data active = activity change below about -80%; inconclusive = mostly about -51% to -80%; note: % is set by controls: 0 for no effect and ±100 for the full control effect
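Neuro2A cells (4,500/well, DMEM with 0.5% FBS) were treated with compound at a single 50 µM final concentration, stimulated with 6 nM IGF for 20 min at 37 °C, and lysed. Phospho-Akt Ser473 was read by HTRF as 665/615 ratio ×10^4.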
FUS suppressor = qHTS for Suppressors of FUS Proteinopathy: Primary screen using FUS-linked yeast assay. AID 1347120, 2019. S. cerevisiae FUS-expressing, growth rescue, OD600, 24 h. Potency, µM (series often up to 76.6 µM), without a hit: at the top dose growth rescue (activation), usual class: activators. 0.24% of 390,000 active;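 note: potency is the fitted concentration of half-maximal effect; plate controls were DMSO vehicle for no effect and reference control for full effect; nearly all actives have a fitted effect of over 55% in size; some results filed as inactive show a strong effect at the top dose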
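Read-out: OD at 600 nm after 24hr at 30C, reporting rescue of FUS-induced yeast toxicity. Cells at OD 0.005 in galactose (2%) minimal medium; compounds tested in a dilution series; CP55940 titration from 92uM final as control.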
MmCpn inh = Inhibitors of TCP-1 ring complex (TRiC) of Methanococcus maripaludis (MmCpn): qHTS; Chaperonin Mm-Cpn (Methanococcus maripaludis); 0.031% of 330,000 active; purified Mm-Cpn ATPase, ADP Transcreener TR-FRET; AID 504842, 2011; Potency, µM (doses to about 76.9 µM), for inactives: at the top dose activity, negative = inhibition, usual class: inhibitors; note: potency is the fitted concentration of half-maximal effect; % is set by controls: 0 for no effect and ±100 for the full control effect; nearly all actives have a fitted effect of over 80% in size
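Measured: ADP formation by purified Mm-CPN. Conditions: 25 nM protein, 10 uM ATP, Tris pH 7.4 with Mg2+, K+ and DTT, 37°C for 30 min. Detection: Transcreener HTRF after 30 min at room temperature.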
Abeta rescue = qHTS for compounds that reverse cellular toxicity of Amyloid beta (A-beta) peptide in yeast: Primary Screen. yeast expressing A-beta42, growth rescue, OD600, 48 h; response scale: 0% DMSO, 100% iron-clioquinol control. Potency, µM (titrated, usually from 46.1 µM), inactives show at the highest dose growth rescue, actives largely listed as activators. 0.063% of 410,000 active. AID 1347071, 2019; note: potency is the fitted concentration of half-maximal effect; nearly all actives have a fitted effect of over 55% in size
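Growth rescue measured by 600 nm absorbance after 48 h yeast culture at 30 C with compound. Values normalized between DMSO and an equimolar ferric chloride plus clioquinol control.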
* hit, by the source's call; i = inactive; ? = inconclusive; . = not tested or not shown; [ ] = dose if it differs, or a comment. Unless noted, calls come from the whole dose curve; as a rule, active = well fitted curve in the direction sought with a large enough effect; inconclusive = small, poorly fitted or top-dose-only effect, or another doubt; inactive = no such curve, though single readings can be large; an effect the other way counts as inactive or inconclusive. Not all compounds are listed, so the mix of outcomes need not match the whole.

Preview:
SMILES	TDP-43 yeast inh	PTHR1 agonist	aSyn yeast inh	GLP1R cytotox	GLP-1R inv ag	pAkt inh	FUS suppressor	MmCpn inh	Abeta rescue
CC[C@@]1(O)C(=O)OCc2c1cc1n(c2=O)Cc2cc3c(CN(C)C)c(O)ccc3nc2-1	27%	-11%	0%	.	-90%	i	-14%	.	-2%
CCN1CCN(C(=O)CN(C)S(=O)(=O)c2ccc3ccccc3c2)CC1	5%	i	2%	-8%	-4%	i	-16%	3%	-1%
Cc1ccccc1NC(NC(=O)c1cccs1)C(Cl)(Cl)Cl (stereo unspecified)	?	-25%[57.5 µM]	-14%	-7%	7.9µM*	i	12%	0%	-41%[inhibitor]

The listing, repeating the preview:
SMILES	TDP-43 yeast inh	PTHR1 agonist	aSyn yeast inh	GLP1R cytotox	GLP-1R inv ag	pAkt inh	FUS suppressor	MmCpn inh	Abeta rescue
CC[C@@]1(O)C(=O)OCc2c1cc1n(c2=O)Cc2cc3c(CN(C)C)c(O)ccc3nc2-1	27%	-11%	0%	.	-90%	i	-14%	.	-2%
CCN1CCN(C(=O)CN(C)S(=O)(=O)c2ccc3ccccc3c2)CC1	5%	i	2%	-8%	-4%	i	-16%	3%	-1%
Cc1ccccc1NC(NC(=O)c1cccs1)C(Cl)(Cl)Cl (stereo unspecified)	?	-25%[57.5 µM]	-14%	-7%	7.9µM*	i	12%	0%	-41%[inhibitor]
Cc1ccc(S(=O)(=O)NC(=O)Nc2ncc3c(n2)CC(c2ccco2)CC3=O)cc1 (stereo unspecified)	16%	-5%	-2%	-16%	7%	i	31%	-2%	-4%
COC(=O)c1ccccc1NC(=O)CSc1nnc(-c2ccncc2)o1	8%	i	14%	-5%	1%	i	-3%	1%	-12%
Cn1cc(Br)c(-c2cccc(NC(=O)CCCC(=O)O)c2)n1	7%	i	3%	31%[activator]	2%	i	6%	0%	8%
CCOC(=O)c1c(CN2CCCCC2)n(C)c2cc(Br)c(O)cc12	-13%	i	?	-1%	-5%	i	12%	-1%	-5%
O=C(CCl)Nc1ncc(S(=O)(=O)c2ccc([N+](=O)[O-])cc2)s1	-2%	-20%	2%	-12%	-20%	i	6%	-1%	-5%
Cc1ccccc1CN1C2=NCCCN2c2ccccc21	-13%	i	4%	?	-1%	i	-9%	0%	-8%
O=C(Cc1n[nH]c(=O)[nH]c1=O)N/N=C/c1ccccc1O	6%	-10%[57.5 µM]	0%	-1%	1%	i	0%	0%	3%
CCC(=O)Oc1ccc2c(C)cc(=O)oc2c1C(=O)CC	-28%[1.82 µM]	?	9%	20%	27%	i	13%	0%	13%
CCOC(=O)c1c(-c2ccc(OC)cc2)csc1/N=C/C1C(=O)CCCC1=O	?	i	8%	?	?	i	29%	0%	10%
CC(=O)NC(c1ccccc1)c1nc(-c2cc3ccccc3o2)cs1 (stereo unspecified)	17%	-28%	0%	1%	?	i	-10%	.	0%
O=C(COc1ccccc1Br)NCCc1nc2ccccc2[nH]1	-5%	i	-14%	-7%	30%	i	.	0%	-8%
C/C(=C\C(=O)c1ccc(Cl)cc1)NCc1ccc2c(c1)OCO2	7%	-78%[inhibitor][57.5 µM]	-11%	-1%	?	i	38%	-8%	11%
CCOc1ccc(C(=O)OCC(=O)NCCNC(=O)COC(=O)c2ccc(OCC)cc2)cc1	-2%	-6%	1%	-10%	0%	i	6%	1%	2%
Cc1cc([N+](=O)[O-])nn1CCCC(=O)Nc1cccc(Cl)c1Cl	28%	-16%	-1%	0%	-20%	i	-7%	0%	-13%
CCOc1ccc(C(=O)Nc2ccc3nc(SCCOc4ccccc4)sc3c2)cc1	7%	-21%	.	-6%	7%	.	-2%	.	-18%
CCN(CC)S(=O)(=O)c1cc(C(=O)Nc2nncs2)c(Cl)cc1Cl	-18%	-28%[57.5 µM]	0%	4%	0%	i	?	0%	-5%
O=C(O)C1C2C=CC(C2)C1C(=O)NCCc1ccncc1 (stereo unspecified)	-3%	i	-5%	1%	0%	i	-24%	-4%	-9%
Cc1cc2ccc(C)c(C)c2nc1SCC#N	9%	10%[57.5 µM]	0%	9%	44%[activator]	i	21%	-1%	8%
CCOc1ccccc1-n1nnnc1SCC(=O)NC(=O)Cc1ccccc1	3%	i	-3%	-1%	3%	i	-2%	2%	4%
CCNNC(=O)C(O)(c1cccc(C)c1)c1cccc(C)c1	8%	-18%	-6%	-4%	18%	i	-1%	-1%	15%
COc1ccc(C(=O)OCC(=O)c2ccc(Br)s2)c(OC)c1	?	i	20%	3%	6%	i	19%	-6%	-19%
CCN(C(=O)COc1nc(C)cc(C)c1C#N)c1ccccc1	11%	i	2%	-15%	?	i	-1%	-1%	15%
SMILES	TDP-43 yeast inh	PTHR1 agonist	aSyn yeast inh	GLP1R cytotox	GLP-1R inv ag	pAkt inh	FUS suppressor	MmCpn inh	Abeta rescue
Cc1cc2oc(=O)cc(CN3CCCC3)c2cc1C	?	-23%	-9%	4%	30%[activator]	i	-14%	.	-5%
CCOc1cc(C(N)=O)cc(Cl)c1OCc1ccccc1	?	-2%	-5%	-2%	?	i	-10%	-4%	13%
COc1ccc(CCN(C(=O)C(F)(F)F)C(C(=O)NC2CCCCC2)c2cccs2)cc1 (stereo unspecified)	-2%	i	-9%	-4%	6.3µM*	i	-15%	-1%	2%
Cc1ccc(S(=O)(=O)N2CCN(S(=O)(=O)c3ccccc3)C2)cc1	-30%	-22%	0%	-16%	-3%	i	9%	-1%	-14%
COC(=O)c1ccc(Cl)c(NC(=O)NC23CC4CC(CC(C4)C2)C3)c1	4%	-24%[57.5 µM]	-5%	-20%	?	i	8%	2%	-5%
COc1ccc(CC(=O)Nc2ccc(-c3nnc(-c4ccccc4)o3)cc2)cc1OC	-9%	-5%	1%	7%	5%	-118%*	23%	-2%	11%
CN1CCN(C(=O)Nc2ccc3c(c2)N(C)C(=O)c2ccccc2S3)CC1	-12%	i	0%	-1%[7.66 µM]	-17%[7.66 µM]	i	14%	-5%	-2%
CSCC[C@H](NC(=O)c1ccc2c(c1)OCO2)c1nnc2ccccn12	-3%	i	5%	-11%	-2%	i	-10%	1%	5%
O=C1ON=C(c2ccccc2)/C1=C\c1ccco1	0%	i	1%	-1%	12%	i	-4%	0%	16%
COC(=O)[C@H](CC(C)C)NC(=O)N1CCCCC1C (stereo partly specified)	-11%	21%	-6%	6%	2%	i	-18%	0%	-94%[inhibitor]
Cc1ccc(N(C)C(=O)C2CCN(S(=O)(=O)c3ccc4c(c3)oc(=O)n4C)CC2)cc1	32%	i	5%	1%	-13%	i	-15%	0%	11%
CCn1c(SCC(=O)Nc2ccc3c(c2)oc2ccccc23)nnc1-c1ccc(N)cc1	?	-14%[57.5 µM]	5%	-23%	?	i	?	-2%	20%
Cn1c(SCC(=O)Nc2nccs2)nnc1C1CC1	-5%	i	29%	-7%	17%	i	-1%	-2%	-1%
Cc1cn2c(=O)c(C(=O)N3CCN(c4ccccc4)CC3)cnc2s1	-1%	-21%	5%	-19%	10%	i	18%	0%	1%
CCOC(=O)[C@]12CCC=C1N(Cc1ccc(Cl)cc1Cl)C(=O)[C@H](CC(=O)NCc1cccs1)C2	12%	-18%	2%	-6%	?	i	38%	.	-6%
COc1cc(NC(=O)NCCN2CCN(c3ccc(Cl)cc3)CC2)ccc1C	4%	-4%	4%	-8%	?	i	9%	2%	4%
O=C(NC1CC(=O)N(c2ccccc2)C1)c1ccc(Br)o1 (stereo unspecified)	0%	-10%	.	0%	12%	.	1%	.	-2%
O=C(NCc1cccs1)c1ccc(Cl)c(S(=O)(=O)N2CCCC2)c1	.	-17%	0%	0%	-6%	i	3%	-2%	-2%
CSc1nc(C)cc(Oc2ccc(=O)[nH]n2)n1	-5%	i	7%	2%	11%	i	0%	0%	13%
CC(C)(C)c1ccc(OCC(=O)Nc2ccc(-c3nc4cccnc4o3)cc2)cc1	-16%	6%[57.5 µM]	-2%	-8%	18%	i	-4%	.	-1%
CCN1CCN(c2ccc([N+](=O)[O-])cc2S(=O)(=O)N2CCOCC2)CC1	-20%[9.22 µM]	i	-1%	6%	12%	i	4%	1%	1%

Full records from above.
CCOc1cc(C(N)=O)cc(Cl)c1OCc1ccccc1 is listed as TDP-43 yeast inh: ?; PTHR1 agonist: -2%; aSyn yeast inh: -5%; GLP1R cytotox: -2%; GLP-1R inv ag: ?; pAkt inh: i; FUS suppressor: -10%; MmCpn inh: -4%; Abeta rescue: 13%
O=C1ON=C(c2ccccc2)/C1=C\c1ccco1 is listed as TDP-43 yeast inh: 0%; PTHR1 agonist: i; aSyn yeast inh: 1%; GLP1R cytotox: -1%; GLP-1R inv ag: 12%; pAkt inh: i; FUS suppressor: -4%; MmCpn inh: 0%; Abeta rescue: 16%
